Compound activity as filed in PubChem BioAssay.
CRFR2-BP antag: antagonists of CRF-BP/CRF-R2 complex, primary screen, cell-based, HEK293, calcium dye fluorescence, uHTS | CRF-induced calcium fluorescence | inhibition, % at 11.8 µM | actives 0.59% (n = 350,000);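 active = inhibition of the ligand-induced calcium signal above about 50% at the single tested concentration, limit read from the data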
VIM-2 inh: VIM-2 metallo-beta-lactamase inhibitors, primary screen, biochemical, epi-absorbance readout, Pseudomonas aeruginosa enzyme | purified VIM-2, nitrocefin hydrolysis, epi-absorbance fluorescence | AID 1527, 2009 | actives 0.89% (n = 290,000) | inhibition, % at 5.6 µM;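 active = inhibition above the mean of all tested compounds plus 3 SD, cutoff set per screening run, cut at about 7.5% in these data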;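 note: red hydrolysis product quenches plate fluorescence so inhibitors raise well fluorescence; 0% = enzyme with DMSO and 100% = DMSO without enzyme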
IDE inh: human IDE inhibitors in live cells, primary screen, fluorescence polarization, HEK cells, FAbetaB substrate; Insulin-degrading enzyme (Homo sapiens), P14735; inhibition, % at 5.59 µM; actives 0.41% (n = 320,000); FAbetaB cleavage; AID 434962, 2010;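 active = percent inhibition above the average of all tested compounds plus 3 SD, set per screening campaign, cut at about 16% in these data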;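 note: IDE supplied by intact live HEK cells; FP after avidin binding of uncleaved biotin substrate so inhibition keeps polarization high; 0% = DMSO wells and 100% = 60 µM reference IDE inhibitor Ii1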
Target sequence (P14735 whole entry, looked up): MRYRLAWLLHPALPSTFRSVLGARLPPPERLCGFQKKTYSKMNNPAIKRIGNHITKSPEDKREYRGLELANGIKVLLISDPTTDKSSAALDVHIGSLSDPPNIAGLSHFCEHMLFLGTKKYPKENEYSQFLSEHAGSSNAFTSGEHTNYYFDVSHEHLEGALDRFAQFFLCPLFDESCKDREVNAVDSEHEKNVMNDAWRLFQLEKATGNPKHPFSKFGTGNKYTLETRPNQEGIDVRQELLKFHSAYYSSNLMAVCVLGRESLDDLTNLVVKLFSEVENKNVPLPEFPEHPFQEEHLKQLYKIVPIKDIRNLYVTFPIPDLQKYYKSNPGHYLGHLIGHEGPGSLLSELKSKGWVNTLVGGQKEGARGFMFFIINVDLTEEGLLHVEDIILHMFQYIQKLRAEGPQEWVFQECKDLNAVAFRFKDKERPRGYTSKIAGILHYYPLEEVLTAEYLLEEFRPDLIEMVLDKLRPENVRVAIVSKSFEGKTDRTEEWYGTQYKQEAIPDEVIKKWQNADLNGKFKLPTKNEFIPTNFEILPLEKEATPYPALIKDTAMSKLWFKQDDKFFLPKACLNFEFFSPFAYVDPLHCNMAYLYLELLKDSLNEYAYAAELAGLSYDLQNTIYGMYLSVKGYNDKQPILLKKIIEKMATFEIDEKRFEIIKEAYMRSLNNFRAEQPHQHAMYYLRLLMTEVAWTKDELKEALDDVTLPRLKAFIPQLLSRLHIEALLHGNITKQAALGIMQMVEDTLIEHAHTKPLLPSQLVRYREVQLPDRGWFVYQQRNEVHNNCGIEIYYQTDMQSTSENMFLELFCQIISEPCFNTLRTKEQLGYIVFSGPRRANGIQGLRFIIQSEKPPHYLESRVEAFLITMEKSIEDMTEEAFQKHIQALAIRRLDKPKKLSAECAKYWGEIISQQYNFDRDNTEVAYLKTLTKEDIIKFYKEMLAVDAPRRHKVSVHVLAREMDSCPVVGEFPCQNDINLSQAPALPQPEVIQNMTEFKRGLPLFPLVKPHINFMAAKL
IDE cell activ: human IDE activators in live cells, primary screen, fluorescence polarization, HEK cells, FAbeta-B substrate; Insulin-degrading enzyme (Homo sapiens), P14735; FAbeta-B cleavage; 0% vehicle, 100% cell-free pure enzyme wells; activation, % at 5.96 µM; actives 0.073% (n = 340,000); AID 493087, 2011;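 active = activation above the mean of all tested compounds plus 3 SD, set per screening campaign, cut at about 17% in these data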
IMP-1 inhibitor: IMP-1 metallo-beta-lactamase inhibitors, primary screen, biochemical, epi-absorbance readout, Pseudomonas aeruginosa enzyme. purified IMP-1, nitrocefin hydrolysis, epi-absorbance fluorescence. inhibition, % at 5.6 µM. actives 0.45% (n = 290,000);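 active = inhibition above the mean plus 3 SD of all compounds in the same screening run, cut at about 4.5% in these data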;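 note: 0% = IMP-1 with DMSO and 100% = DMSO wells lacking enzyme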
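Assay system: purified IMP-1; Quantity: IMP-1 0.2 nM before substrate addition; Medium: HEPES buffer pH 7.1 with ZnSO4 and Brij 35; Incubation: 15 min enzyme–compound preincubation, then 25 min nitrocefin reaction, 25 °C; Signal: fluorescence quenching readout, ex 480/em 530 nm; Controls: DMSO with and without IMP-1; Repeats: singlicate testing.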
pCIP destab: p/CIP-EGFP fusion destabilizers, primary screen, fluorescence, F442A cells; Q05BA5; decrease of EGFP signal, % at 10 µM; actives 0.01% (n = 290,000); 16 h; AID 1984, 2009;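 active = EGFP signal decrease of at least 30% at 10 µM or well 3 SD below plate mean, unless failing retest; inactive = the rest, including hits failing retest or dose response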; note: some compounds called inactive have numbers as strong as hits; many of its hits are not listed in these tables
UBC9 SUMO inh: inhibitors of in vitro SUMOylation cascade, primary screen, biochemical, HTRF, uHTS. HTRF SUMOylation assay, SAE1/SAE2 + UBC9. inhibition, % at 35 µM. actives 0.36% (n = 290,000); in the data active = inhibition above about 50%, passing the limit was not always enough; note: strong numbers were not always called active
NS3 helicase inh: inhibitors of HCV NS3 helicase, primary screen, biochemical, Cy5 molecular beacon fluorescence | NS3 helicase DNA unwinding | inhibition, % at 10.9 µM | actives 0.56% (n = 290,000);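 active = inhibition above the mean of all tested compounds plus 3 SD, set per campaign, cut at about 35% in these data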;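 note: 0% = DMSO wells and 100% = thioflavine S control wells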
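System: Hepatitis C virus NS3 helicase domain fragment enzyme | Reagent: Annealed dual-labelled DNA beacon duplex, ATP-started | Compound dosing: 10.9 µM single point, 0.8% DMSO | Incubation: 1 h reaction at 25 °C, ATP-initiated | Technique: Cy5 fluorescence | Evaluation: Percent inhibition from t60/t0 fluorescence ratio | Benchmarks: Low DMSO, high thioflavine S at 110 µM | Replication: Singlicate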
GalR3 antagonist: GalR3 antagonists in HEK293 cells, primary screen, cell-based, fluorescence readout; inhibition, % at 3 µM; actives 0.44% (n = 360,000); AID 651719, 2012; HEK293 GalR3-CNG cAMP membrane potential fluorescence; galR3 body fused to GalR1 C-terminus;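 active = inhibition above the screen-wide average plus 3 SD, cut at about 13% in these data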;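 note: forskolin and galanin both at EC90 stimulate the cells; cAMP rise reported by CNG channel membrane potential dye signal; 0% = forskolin plus galanin with DMSO and 100% = forskolin alone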
* hit, by the source's call; . = no result given.

A first look (three entries):
IDE cell activ	IDE inh	VIM-2 inh	CRFR2-BP antag	NS3 helicase inh	GalR3 antagonist	pCIP destab	UBC9 SUMO inh	IMP-1 inhibitor	Molecule
7	-5	-3.1	-2	22	4	-7	21	-5.5	O=C1c2ccccc2C(=O)N1C/C=C/c1ccccc1
-1	1	-0.8	-10	7	-4	5	-1	-1.0	O=C(NC1CC1)C1=C[C@H](C2CC2)C[C@H](OCCCCO)O1
.	-4	-3.0	10	2	-3	-3	-10	-0.5	CC(=O)c1cc(NC(=O)c2cccc(C(F)(F)F)c2)c(=O)oc1C

This part in full (from the top)
IDE cell activ	IDE inh	VIM-2 inh	CRFR2-BP antag	NS3 helicase inh	GalR3 antagonist	pCIP destab	UBC9 SUMO inh	IMP-1 inhibitor	Molecule
7	-5	-3.1	-2	22	4	-7	21	-5.5	O=C1c2ccccc2C(=O)N1C/C=C/c1ccccc1
-1	1	-0.8	-10	7	-4	5	-1	-1.0	O=C(NC1CC1)C1=C[C@H](C2CC2)C[C@H](OCCCCO)O1
.	-4	-3.0	10	2	-3	-3	-10	-0.5	CC(=O)c1cc(NC(=O)c2cccc(C(F)(F)F)c2)c(=O)oc1C
1	0	4.7	10	-3	.	-6	-2	-0.5	Cc1noc(NS(=O)(=O)c2ccc(NC(=O)c3cnc4scc(C)n4c3=O)cc2)c1C
5	2	-3.4	0	1	-1	7	-4	-0.7	Cc1ccc(S(=O)(=O)N(C)C)cc1NC(=O)COC(=O)CCC(=O)c1cccs1
-16	23*	-3.5	-16	5	-1	-6	22	2.0	CCOc1cccc(C(=O)Nc2nc(-c3ccc(S(=O)(=O)N4CCOCC4)cc3)cs2)c1
0	-2	-6.5	-9	3	-5	-8	-12	-2.5	COc1ccc(S(=O)(=O)NC2CCCCC2)cc1-n1cnnn1
3	-7	3.1	11	3	-6	2	0	0.2	O=C(CSc1nnc(-c2ccncc2)n1-c1ccc(Cl)cc1)NCc1cccs1
-4	0	-2.0	24	4	-3	-8	16	0.1	O=C(NC(NC(=S)Nc1ccc(Cl)c(Cl)c1)C(Cl)(Cl)Cl)c1ccco1 (stereo not given)
.	0	-0.6	-4	6	-1	-11	-4	0.8	Cc1cc(C(=O)O/N=C(\N)c2ccc(C(C)(C)C)cc2)no1
6	-7	-1.5	-6	8	-6	-12	6	-3.5	CC(=O)Nc1ccc(OCCCNC(=O)c2c(-c3ccccc3)noc2C)cc1
3	1	-2.6	-1	-2	2	-8	19	-1.5	COc1ccc(CN2CCNC(=O)C2CC(=O)N(C)Cc2ccon2)c(OC)c1 (stereo not given)
-1	4	.	6	.	-4	.	.	.	O=C(c1cccc(S(=O)(=O)N2CCCCC2)c1)N1CCN(Cc2ccccc2)CC1
1	6	.	10	.	-7	.	.	.	Cc1ccc2c(c1)C(=O)N1[C@H]3c4cc(Cl)ccc4OC[C@@H]3[C@H](c3ccccc3)[C@]1(C)C(=O)N2
0	1	0.1	-3	2	-7	1	-2	-3.3	CCCn1c(N)c(N(CCOC)C(=O)c2ccccc2)c(=O)[nH]c1=O
5	-7	-0.9	4	-5	-7	-3	12	-2.4	Clc1ccccc1OCCCCn1ccnc1
2	10	-4.1	-9	-1	-1	5	-4	-2.4	CC(C)c1ccc(/C=N/N2CCCCC2)cc1
-3	-1	12*	7	0	-4	-5	5	-1.0	Oc1[nH]c2ccccc2c1C=Nc1ccccc1
-6	9	-2.2	-4	19	0	8	-1	-2.3	Fc1ccc(-n2cc(-c3ccccc3)c3c(=S)nc[nH]c32)cc1
3	-9	.	-7	.	-3	.	.	.	COc1ccc(S(=O)(=O)N2CCC(C(=O)Nc3cc(Cl)ccc3N3CCOCC3)CC2)cc1OC
2	5	1.5	19	-7	-4	-10	1	-0.9	CCOc1cc(/C=N/O)cc(Br)c1OC
8	0	-3.0	3	-28	-6	-4	-31	-7.1	NC(=O)CC(NC(=O)c1ccc(Br)cc1)c1ccc(N2CCCCCCC2)c([N+](=O)[O-])c1 (stereo not given)
7	1	0.6	10	1	-2	-8	2	1.1	Cc1ccc(S(=O)(=O)N2CCCCC2C(=O)O)s1 (stereo not given)
-3	-3	-2.5	5	-19	-2	8	-16	-3.6	O=C(O)CC(SCC(=O)Nc1ccc(Cl)c(S(=O)(=O)N2CCOCC2)c1)C(=O)O (stereo not given)
2	-1	-0.2	-6	4	-3	0	-13	-1.9	C=CCn1c(=O)c2c(C)c(C)sc2n2c(Nc3ccc(OC)cc3)nnc12
0	1	2.8	-5	-13	-11	-12	7	-2.3	O=C(COc1ccc(F)cc1)Nc1c(C(=O)N2CCC(N3CCCCC3)CC2)oc2ccccc12
8	2	-0.7	3	4	-6	-4	24	-0.6	CC(C)Cn1c(N)c(C(=O)COC(=O)[C@@H]2CCCN2C(=O)c2cccs2)c(=O)n(C)c1=O
6	-2	-3.6	-8	-7	-7	.	.	-2.7	COc1ccc(-n2c(SCCC#N)nnc2-c2cc(Cl)ccc2OC)cc1Cl
-4	0	-1.8	7	6	-2	-6	15	-0.8	COc1ccc(N/C(N)=N/c2nc(CSc3nnc(C)s3)cc(=O)[nH]2)cc1
-1	6	-2.5	5	-7	-11	-6	0	-2.2	CN1C(=O)/C(=C/c2ccc(OCc3ccccc3F)cc2)NC1=S
3	1	-1.4	8	1	-2	-2	10	-0.9	Cc1nc(C)c(C(=O)N2CCCC(C(=O)c3cc(F)ccc3F)C2)s1 (stereo not given)
5	10	-2.0	11	2	-2	-6	2	-3.4	CC(C)(C)Sc1ccccc1S(=O)(=O)C(C)(C)C
4	-4	-0.2	50*	49*	-6	14	46	-0.7	Cc1ccc(-n2cccc2/C=C2/C(=N)N3C(=NC2=O)SN=C3S(C)(=O)=O)cc1Cl
8	4	-2.5	-4	5	-8	1	3	-3.9	CCOc1ccccc1NC(=O)C1CCCN(S(C)(=O)=O)C1 (stereo not given)
4	-2	-1.4	3	3	-7	-22	-7	-2.3	Cc1sc2nc(SCc3nc(-c4cccs4)no3)n(-c3ccccc3)c(=O)c2c1C
0	3	-7.0	11	5	-1	-4	9	-4.4	CC(=O)Nc1ccc(C(=O)NCCCOC(C)C)cc1
4	8	-3.3	12	2	0	-5	8	-2.2	COc1ccc(OC(=O)COc2ccc(C)cc2)cc1
.	.	-2.7	.	4	.	2	10	-3.0	CC(C)CN1CCN(C2CCN(C(C)C)CC2)C(CCO)C1 (stereo not given)
5	0	0.1	-21	0	-2	9	-7	1.3	COc1cccc(OC)c1C(=O)Nc1sc2c(c1C#N)CCC2
7	-2	-5.0	-6	-4	2	-15	6	-1.8	CC(OC(=O)CCCc1nc2ccccc2s1)C(N)=O (stereo not given)
3	-4	.	9	.	-3	.	.	.	O=c1cc(CCl)nc(Cc2c(Cl)cccc2Cl)[nH]1
4	0	-0.9	14	-9	-8	-9	24	-1.4	Cc1cc(OCC(=O)C(C)(C)C)c2c(-c3ccccc3)cc(=O)oc2c1
0	7	-0.2	-3	-3	4	-4	2	-3.3	CCN(CC)C(=O)Cn1cc(S(=O)(=O)CC(=O)Nc2ccccc2C)c2ccccc21
4	7	-2.6	2	-8	-4	0	25	-2.5	Cc1cc(-n2nnc3ccccc32)nc2ccccc12
-3	0	2.0	-7	-1	-7	6	-5	-4.4	CCC(C)Nc1cc(C)nc2ncnn12 (stereo not given)
1	3	-2.5	13	-7	-2	12	-9	-1.4	CS(=O)(=O)N(CC(=O)Nc1ccc2c(c1)OCCO2)Cc1ccc(Cl)cc1
4	-1	-4.2	-20	-28	-3	-8	-20	-2.3	Cc1cccc(OCCSc2nc3c([nH]2)c(=N)ncn3Cc2ccccc2)c1
1	-1	-4.4	2	-2	0	-10	13	-2.5	O=C(NC(=S)Nc1ccccc1Br)C1CC1
4	2	-1.1	11	12	-8	-5	6	-2.5	CC(=O)CC(=O)Nc1ncccn1
.	5	1.3	-9	54*	.	3	9	0.5	O=C(/C=C/c1ccco1)Nc1nc(-c2ccc(F)c(F)c2)cs1

The list goes on:
IDE cell activ	IDE inh	VIM-2 inh	CRFR2-BP antag	NS3 helicase inh	GalR3 antagonist	pCIP destab	UBC9 SUMO inh	IMP-1 inhibitor	Molecule
-1	-2	.	4	.	-2	.	.	.	Cc1ccc2nc(SCC(=O)NC3CCCCC3)nc(=O)n2c1
6	0	-0.7	-6	2	-7	-9	7	-1.2	CC(C)CCn1c(N2CCCC2)nc2c1c(=O)n(C)c(=O)n2C
4	1	1.9	4	0	3	-19	0	-1.0	CCC(C)(C)NC(=O)C(c1ccc(F)cc1)N(Cc1cccc(OC)c1)C(=O)c1cnccn1 (stereo not given)
5	4	-1.5	-9	-3	-6	-11	5	-2.1	CCCCCCC(=O)Nc1c2c(nc3ccccc13)N(C)CC2
1	2	0.8	0	-13	1	2	-5	-2.6	COc1ccccc1C(=O)NC(=S)Nc1ccc(N2CCOCC2)c(Cl)c1
-2	-1	-2.0	-4	2	-3	5	-6	-0.4	O=C(CCN1CCN(S(=O)(=O)c2ccc(Cl)cc2)CC1)Nc1ccc(F)cc1
